TLR9-MyD88 block – blocks human TLR9 binding to MyD88. inhibition, % at 4.98 µM. CHO BLA complementation TLR9-MyD88, CCF4 FRET ratio. hit rate 0.21% among 340,000. Q9NR96+Q99836;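 active = inhibition above the mean over all tested compounds plus 3 SD, cut at about 21% in these data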;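 note: 0% = DMSO only wells and 100% = clavulanate BLA inhibitor control wells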
NCOA3 inh – human NCOA3 inhibition | HEK293 GAL4-SRC3 luciferase reporter, luminescence | Q9Y6Q9 | AID 588352 | hit rate 0.17% among 360,000 | inhibition, % at 3.6 µM;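 active = inhibition above a per-campaign cutoff, the mean of all compounds plus 3 SD, cut at about 60% in these data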;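 note: 0% = DMSO-treated cells and 100% = gossypol-treated cells at 36 µM; higher means less SRC3-driven luciferase light from the GAL4 reporter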
C8 TRAIL sens – sensitizes caspase-8 expressing cells to TRAIL; NB7+C8 cells + TRAIL, ATPlite viability luminescence; inhibition (viability loss, TRAIL sensitization), % at 10 µM; hit rate 1% among 360,000;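 active = compounds causing at least 50% loss of cell viability in the single-dose screen, relative to plate controls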
SRC1 inh – human NCOA1 inhibition | inhibition, % at 3.6 µM | AID 588354 | HEK293 GAL4-SRC1 luciferase reporter, luminescence | Q15788 | hit rate 0.12% among 360,000;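 active = inhibition above the campaign mean plus 3 SD, with each screening campaign given its own cutoff, cut at about 60% in these data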;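 note: 0% = DMSO treated cells and 100% = gossypol at 36 µM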
NOD2-RIPK2 inh – inhibitors of human NOD2-RIPK2 interaction; CHO BLA complementation NOD2-RIPK2, CCF4 ratio; O43353; inhibition, % at 4.98 µM; hit rate 0.38% among 360,000; in the data active = inhibition above about 21%;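 note: 0% = vehicle only and 100% = reference blocker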
NR2F2 inh – NR2F2 (human) inhibition, primary screen | HEK293T NGFI-A luciferase reporter, luminescence | P24468 | hit rate 0.7% among 370,000 | inhibition, % at 8.6 µM;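 active = inhibition above a per-plate cutoff, mean inhibition of test wells between control levels plus 3 SD, cut at about 38% in these data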;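 note: cells cotransfected with COUP-TFII expression vector driving the NGFI-A reporter; 0% = median of COUP-TF2 test wells and 100% = reporter-only cells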
Target sequence (P24468 whole entry, looked up): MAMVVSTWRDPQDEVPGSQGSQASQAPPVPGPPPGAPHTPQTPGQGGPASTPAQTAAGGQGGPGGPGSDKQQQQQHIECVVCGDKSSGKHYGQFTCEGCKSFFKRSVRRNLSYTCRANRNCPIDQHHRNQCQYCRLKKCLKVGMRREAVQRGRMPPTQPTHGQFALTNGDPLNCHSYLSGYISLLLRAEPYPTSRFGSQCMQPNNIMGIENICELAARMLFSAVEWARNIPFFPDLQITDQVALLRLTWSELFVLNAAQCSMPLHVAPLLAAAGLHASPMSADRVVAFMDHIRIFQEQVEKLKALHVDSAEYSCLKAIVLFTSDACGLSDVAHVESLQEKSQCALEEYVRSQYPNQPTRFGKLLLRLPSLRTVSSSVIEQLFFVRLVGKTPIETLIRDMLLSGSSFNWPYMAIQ
NR5A2 inv ag – NR5A2 inverse agonism in reporter assay | O00482 | HEK293T StAR-luciferase reporter, LRH-1 transfected, 24 h | inhibition, % at 3.6 µM | hit rate 0.13% among 360,000;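 active = inhibition above the mean inhibition of all tested compounds plus 3 SD, cut at about 73% in these data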;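 note: 0% = DMSO wells and 100% = reporter-only cells lacking LRH-1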
Target sequence (O00482 whole entry, looked up): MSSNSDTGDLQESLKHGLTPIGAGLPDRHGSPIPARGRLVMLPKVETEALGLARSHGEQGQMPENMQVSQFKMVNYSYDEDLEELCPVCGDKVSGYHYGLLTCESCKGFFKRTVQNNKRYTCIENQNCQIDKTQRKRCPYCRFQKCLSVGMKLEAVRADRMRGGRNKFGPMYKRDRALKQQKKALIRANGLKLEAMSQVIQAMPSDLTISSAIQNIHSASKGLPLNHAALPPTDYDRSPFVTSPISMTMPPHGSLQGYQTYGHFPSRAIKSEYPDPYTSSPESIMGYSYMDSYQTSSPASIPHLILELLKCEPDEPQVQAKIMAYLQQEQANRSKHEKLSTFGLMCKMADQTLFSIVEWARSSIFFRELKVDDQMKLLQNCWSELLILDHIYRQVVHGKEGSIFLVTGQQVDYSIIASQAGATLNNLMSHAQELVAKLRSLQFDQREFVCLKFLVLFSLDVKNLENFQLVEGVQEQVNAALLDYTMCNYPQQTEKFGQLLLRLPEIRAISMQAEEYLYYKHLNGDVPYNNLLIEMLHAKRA
NCOA2 inhibitor – inhibits human steroid receptor coactivator 2. Q15596. inhibition, % at 9 µM. AID 651957. HEK293 GAL4-SRC2 luciferase reporter, luminescence. hit rate 0.17% among 370,000;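 active = inhibition above the mean inhibition of all tested compounds plus 3 SD, set per campaign, cut at about 52% in these data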;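 note: 0% = DMSO treated cells and 100% = cells given Gossypol at 36 µM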
TWEAK Fn14 block – blocks TWEAK-Fn14 interaction in a reporter cell assay; hit rate 2% among 360,000; AID 1159606; TWEAK-stimulated Fn14 reporter cells, luciferase luminescence, 8 h; inhibition, % at 10 µM; in the data active = inhibition above about 50%
EBV LMP1 NFkB – Epstein-Barr LMP1 NF-kappaB reporter inhibition. inhibition, % at 12.5 µM. hit rate 0.69% among 350,000. LMP1-induced NF-kappaB luciferase reporter cells, luminescence; in the data active = inhibition above about 41%;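 note: 0% = neutral control wells and 100% = reference inhibitor control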
TROY signal inh – inhibitors of TROY-dependent NF-kB signaling; hit rate 0.98% among 360,000; inhibition, % at 10 µM; Q293 LMP1-TROYcd NF-kB luciferase reporter, 4 h; AID 1347056;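 active = compounds whose plate-normalised and pattern-corrected inhibition of the luciferase reporter signal at the single screening dose is 50% or more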
Active calls of the source: *; / = not tested or not shown. This is a subset; rates above refer to the full screens.

SMILES	TLR9-MyD88 block	NCOA3 inh	C8 TRAIL sens	SRC1 inh	NOD2-RIPK2 inh	NR2F2 inh	NR5A2 inv ag	NCOA2 inhibitor	TWEAK Fn14 block	EBV LMP1 NFkB	TROY signal inh
COc1ccc(OC)c(NC(=O)c2ccc(CN3CCOCC3)cc2)c1	-11	14	20	2	-6	8	4	9	19	-6	0
COc1ccc(NC(=O)C2CCN(C(=O)[C@@H]3Cc4ccccc4CN3C(=O)OC(C)(C)C)CC2)cc1	-20	-11	6	-18	2	3	-5	4	10	3	-19
CC(=O)CSc1ccc(-c2nc3cc(C)c(C)cc3[nH]2)cn1	9	46	78*	21	-5	54*	0	63*	102*	72*	88*
CC1CCCCN1C(=O)c1ccc(CS(=O)(=O)Cc2ccccc2)cc1 (stereo unspecified)	-6	2	-2	-9	-1	7	7	5	2	6	2
C[C@@H]1CN([C@H](C)CO)C(=O)c2cc(NC(=O)Nc3ccc(F)cc3)ccc2O[C@H]1CN(C)C(=O)Nc1ccc(C(F)(F)F)cc1	-3	4	10	-12	-6	/	-4	/	14	0	1
COC(=O)c1ccc2nc(-c3ccc(OC)c(OC)c3)c(Cc3cccc(F)c3)n2c1	/	/	-2	/	0	-7	-3	-22	-18	/	-13
CN(C)c1ccc(C(=O)OCC(=O)NCCC2=CCCCC2)cc1	-3	11	16	-3	4	4	19	23	-2	-9	5
CN(C)CCCNC(=O)/C(=C\C=C\c1ccccc1)NC(=O)c1ccc([N+](=O)[O-])cc1	-1	8	-8	-1	-4	-22	-1	16	-6	5	14
CCn1c(=N)n(CC(=O)OC)c2ccccc21	-7	1	-9	-5	-2	-10	12	8	-3	-3	5
Cc1ccc(/C=N/NC(=O)CSc2nc3ccccc3n2Cc2ccccc2)o1	-6	19	-12	-12	-1	5	-7	2	14	1	-12
Cc1cccc(NC(=O)COC(=O)c2ccccc2-c2nc3ccccc3s2)c1C	-1	5	0	-11	-13	-4	-1	25	-11	-1	2
COc1ccc2nc(C)cc(SCC(=O)OC(C)C)c2c1	-3	-11	2	1	8	0	8	-5	14	8	-18
CCCCn1c(N)c(N(CCC(C)C)C(=O)c2cc(-c3ccco3)nc3ccccc23)c(=O)[nH]c1=O	2	-17	15	-7	10	1	-13	10	4	-8	-6
COc1ccc2c(c1)CCc1c(C(=O)NCc3ccco3)noc1-2	-3	-72	2	-82	-3	/	-125	/	-22	-28	-61
O=C(NC1(C(F)(F)F)N=C2SCCN2C1=O)c1cccnc1 (stereo unspecified)	-1	16	-5	8	4	2	-2	5	-5	15	13
CCCN(CCC)CCCNC(=O)CNC(=O)c1nn(-c2ccc(OC)cc2)c(=O)c2ccccc12	-7	4	-1	9	3	1	7	-3	-3	1	1
COc1ccc(C(=O)N(CN2CCCC2=O)c2ccccc2OC)cc1OC	-3	-5	-24	-16	2	12	0	-28	-3	0	2
Cc1cc(C)c(NC(=O)CS(=O)CC(=O)Nc2ccc(N3CCOCC3)cc2)c(C)c1 (stereo unspecified)	3	-25	-2	17	-12	-4	3	-5	-8	-9	10
Cc1ccnc(NC(=O)/C=C/c2cccs2)c1	-2	-50	79*	-111	-8	-42	-201	-32	53*	18	-9
COc1ccc2[nH]c(C(=O)Nc3ncc(C)cc3Br)cc2c1	-2	11	3	-42	-10	-16	-6	-20	1	2	-9
COc1cccc(CN2CC(C(=O)N(C)CCCC3CCCC3)CCC2=O)c1 (stereo unspecified)	4	21	-5	6	1	4	-8	19	-16	-12	-27
COc1ccccc1NC(=O)C1=C(C)Nc2nc(-c3cccnc3)nn2C1c1ccccn1 (stereo unspecified)	4	-4	2	-23	-4	9	0	8	12	2	-11
CCOc1ccccc1C(=O)N1CCN(C(c2ccccc2)c2ccccc2)CC1	-2	12	28	6	8	11	-5	13	-17	21	-18
Cc1ccc(F)c(S(=O)(=O)NC(=O)C2(C)CCN2C(=O)Cc2ccsc2)c1 (stereo unspecified)	/	-8	-5	-6	-7	6	-2	-14	-3	/	-5
COc1cc(C(=O)OC(C)C(=O)NC2CCCCC2C)c([N+](=O)[O-])cc1OC (stereo unspecified)	-9	7	-1	4	-16	-4	23	-35	-8	3	-13
CC1CCC2(CC1)NC(=O)N(NC(=O)CCl)C2=O (stereo unspecified)	-10	-10	6	-28	-12	10	4	-3	-5	-17	6
COc1ccc(C(=O)NC(C)Cc2c[nH]c3ccccc23)cc1 (stereo unspecified)	1	-29	-8	-24	-7	-24	-44	-53	-18	-6	-26
O=C(NCc1ccoc1)c1ccc(NC(=O)c2ccccc2Cl)cc1	3	-20	9	2	1	4	-11	-1	-13	11	-6
N#Cc1c(/N=C/c2ccc(Br)s2)sc2c1CCC2	-2	-11	-8	-29	-6	-15	-11	-7	9	-10	-16
CC1=C(C(=O)OCC2CCCCC2)C(c2ccc(O)cc2)NC(=O)N1 (stereo unspecified)	-7	-4	-3	1	5	10	21	8	-1	3	2
CCC(C)NC(=O)CSc1nc(-c2cccs2)cc(C(F)(F)F)n1 (stereo unspecified)	-7	7	15	4	10	5	7	5	-5	-8	9
O=C(CCC(=O)NNC(=O)c1ccc(Cl)cc1Cl)NCc1ccccc1	-3	16	-7	-4	5	-15	-10	-18	-3	2	-21
COc1ccccc1NC1=C(Cl)C(=O)N(c2ccccc2)C1=O	-5	9	-2	-6	0	-12	1	3	2	-8	-19
NC(=O)COC(=O)c1oc2ccccc2c1CSc1ccc(Cl)cc1	2	3	3	-7	3	6	14	-10	10	-3	10
CCN(CC(=O)Nc1c(F)cccc1F)C(=O)/C=C/c1ccc(C)o1	-6	-9	-2	4	-4	1	7	-15	-1	-6	1
CCOC(=O)N1CCN(C(c2ccc(F)cc2)c2sc3nc(C)nn3c2O)CC1 (stereo unspecified)	4	-7	7	-1	5	6	3	19	-9	3	-5
COc1ccc(CNC(=O)C(=O)NCc2ccncc2)cc1	0	0	11	7	-8	3	11	3	4	-10	4
Cc1cccc(/C=N/Nc2cc(N3CCOCC3)nc(N3CCOCC3)n2)c1	-8	17	3	7	-10	-8	-1	8	-42	-124	-12
COC(=O)COc1cc2ccccc2cc1C(=O)Nc1ccccc1	-9	18	5	-5	-6	-3	5	6	-24	4	-54
COc1ccc(C(=O)N(Cc2ccco2)Cc2cccs2)c(O)c1	-4	15	-1	17	-11	10	1	-16	6	-3	0

Exported in markdown: 4 of the compounds above
| smiles | TLR9-MyD88 block | NCOA3 inh | C8 TRAIL sens | SRC1 inh | NOD2-RIPK2 inh | NR2F2 inh | NR5A2 inv ag | NCOA2 inhibitor | TWEAK Fn14 block | EBV LMP1 NFkB | TROY signal inh |
| --- | --- | --- | --- | --- | --- | --- | --- | --- | --- | --- | --- |
| O=C(NC1(C(F)(F)F)N=C2SCCN2C1=O)c1cccnc1 (stereo unspecified) | -1 | 16 | -5 | 8 | 4 | 2 | -2 | 5 | -5 | 15 | 13 |
| CCC(C)NC(=O)CSc1nc(-c2cccs2)cc(C(F)(F)F)n1 (stereo unspecified) | -7 | 7 | 15 | 4 | 10 | 5 | 7 | 5 | -5 | -8 | 9 |
| CCOC(=O)N1CCN(C(c2ccc(F)cc2)c2sc3nc(C)nn3c2O)CC1 (stereo unspecified) | 4 | -7 | 7 | -1 | 5 | 6 | 3 | 19 | -9 | 3 | -5 |
| Cc1cccc(/C=N/Nc2cc(N3CCOCC3)nc(N3CCOCC3)n2)c1 | -8 | 17 | 3 | 7 | -10 | -8 | -1 | 8 | -42 | -124 | -12 |

The results go on.
SMILES	TLR9-MyD88 block	NCOA3 inh	C8 TRAIL sens	SRC1 inh	NOD2-RIPK2 inh	NR2F2 inh	NR5A2 inv ag	NCOA2 inhibitor	TWEAK Fn14 block	EBV LMP1 NFkB	TROY signal inh
O=C(Nc1cc(S(=O)(=O)N2CCOCC2)ccc1N1CCCC1)c1ccc(F)cc1	-13	23	3	-5	-6	9	5	-1	4	1	20
O=C(NCC1CCCO1)C1CCN(C2CCN(C(=O)Cc3ccsc3)CC2)CC1 (stereo unspecified)	0	14	-1	-8	-9	-4	15	0	28	-6	1
O=C(C[n+]1ccc(/C=N/O)cc1)NCc1ccccc1	-12	2	7	-6	9	-1	-14	-71	-14	-3	-7
CCC(C)N(NC(C)=O)c1nc(Cl)nc(NC(C)(C)C)n1 (stereo unspecified)	-2	-21	-5	-9	-18	8	-2	-50	-7	1	-9
CN(C)c1ccc(/C=N/NC(=S)NCc2ccco2)cc1	-4	-32	-10	-39	6	-14	-35	-12	-13	2	-31
O=C(Cc1ccccc1)NNc1c2ccccc2nc2ccccc12	0	1	4	-6	-23	-11	-11	-5	-49	1	-45
Cc1c(C(=O)NCc2ccco2)oc2ccc(Br)cc12	4	-3	-7	-5	-3	-8	-8	-2	12	-11	-18
O=C(COC(=O)CCN1C(=O)c2cccc([N+](=O)[O-])c2C1=O)NC1CCS(=O)(=O)C1 (stereo unspecified)	9	12	-2	-17	5	11	10	0	1	0	-11
O=C(CCC1CCCN(Cc2ccc3c(c2)CCO3)C1)NCc1ccc(F)c(F)c1 (stereo unspecified)	7	20	7	-17	2	-1	4	12	3	-4	1
Cc1ccc(SCC(=O)N2CCOCC2)cc1	0	-2	-4	-59	6	-3	-27	-15	-6	-9	-13
COC(=O)COc1cccc2c(=O)n(CC(=O)NCCc3ccc(OC)c(OC)c3)ccc12	15	-4	-13	-8	-14	-15	0	7	5	-6	3
CCC(Sc1nc2cc(OC)c(OC)cc2c(=O)n1CCc1ccc(OC)c(OC)c1)C(=O)NCCOC (stereo unspecified)	1	31	5	-3	-8	11	-7	-9	8	0	-1
O=C(C1CCCC1)N1CCN(S(=O)(=O)c2cccc(Cl)c2Cl)CC1	5	4	-20	2	-7	-5	26	-17	10	-5	7
O=C(C[C@@H]1C[C@H]2c3cc(NC(=O)C4CCC4)ccc3O[C@H]2[C@@H](CO)O1)NCc1ccc(-c2ccccc2)cc1	1	-9	-2	0	-2	14	4	8	18	0	22
Cc1ccc(C(=O)N2CCN(C(=O)C3CCCO3)CC2)cc1 (stereo unspecified)	0	-17	-22	-4	4	9	1	-18	-3	-10	1
O=C(COC(=O)/C=C/c1cc(Br)ccc1F)Nc1ccc2[nH]c(=O)[nH]c2c1	-2	10	0	-9	-4	-3	-10	-16	-23	-9	7
Cc1csc(NC(=O)C2CC(=O)N(c3ccc(C)c(C)c3)C2)n1 (stereo unspecified)	-1	4	16	8	-2	-2	-9	-3	7	9	9
Cc1csc(CNc2ncnc3ccc(-c4ccc5c(c4)OCO5)cc23)c1	-7	-58	9	-13	-11	3	-4	-1	17	0	4
Cc1ccc(CNC(=S)N2CCOCC2)cc1	-5	3	-4	-5	0	21	18	12	9	0	8
CC(O)(C#CCN1CCCCC1)c1ccccc1 (stereo unspecified)	3	1	1	-13	-3	-21	-10	7	13	-6	17
CC(=O)NC(Cc1ccc(C)cc1)C(=O)NC1CCN(C(=O)c2cnccn2)CC1 (stereo unspecified)	4	5	-4	11	1	14	-4	5	8	-7	-9
Cc1onc(-c2c(Cl)cccc2Cl)c1C(=O)N=C(N)N1CC(C)OC(C)C1 (stereo unspecified)	-2	5	4	-19	-5	-1	7	-5	2	-5	-17
CCc1nnc(NC(=O)C2CCCN(c3nc(C)cc(C)n3)C2)s1 (stereo unspecified)	2	8	17	-15	0	-5	9	2	9	4	10
Cc1ccc(C(=O)Nc2ccncc2)o1	-6	-15	3	-32	-4	5	-22	13	-3	20	5
O=C(Nc1cccc(C(=O)Nc2cccc(Br)c2)c1)c1ccccc1	3	-5	8	3	-6	-19	-4	-25	-9	-2	-6

Bioassay records as filed in PubChem BioAssay.
